# Bioassay records: PubChem BioAssay, several laboratories
# Diaphorase inh: diaphorase inhibition or chemical oxidation counter-screen | diaphorase resazurin-to-resorufin fluorescence, NADH, 16 min; bacterial (C. kluyveri) enzyme, not human | 190,000 compounds, 0.69% hits | AID 1217 | inhibition, % at 20 µM;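 active = primary screen inhibition at 20 µM above a set limit, cut at about 50% in these data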;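 note: plate controls were DMSO with full reaction for no effect and wells lacking NADH for full effect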
#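 Detection: fluorescence of resorufin formed from resazurin, Ex 544/Em 590 nm; test system: Clostridium kluyveri diaphorase enzyme; amount: 0.14 U/mL diaphorase, enzyme working solution; times: 16-min room-temperature incubation before reading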
# TNAP inh hiacc: blocks human TNAP under high phosphate acceptor concentration; P05186; purified TNAP, CDP-star luminescence, 1 M DEA; inhibition, % at 20 µM; 200,000 compounds, 0.03% hits; AID 1135;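 active = over 50% inhibition of tissue-nonspecific alkaline phosphatase at 20 µM in the single-dose screen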;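 note: plate controls were DMSO wells for no effect and EDTA-quenched wells as full inhibition for full effect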
# PMI act satM6P: increases human PMI activity with near-saturating mannose 6-phosphate | P34949 | coupled PMI enzyme assay, resazurin fluorescence, 20 min; stronger effect = higher value; 1 = untreated enzyme, 0 = substrate-free blank | activation factor at 20 µM | 190,000 compounds, 0.34% hits;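 active = activation factor of 2 or more at 20 µM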
# Target sequence (P34949 whole entry, looked up): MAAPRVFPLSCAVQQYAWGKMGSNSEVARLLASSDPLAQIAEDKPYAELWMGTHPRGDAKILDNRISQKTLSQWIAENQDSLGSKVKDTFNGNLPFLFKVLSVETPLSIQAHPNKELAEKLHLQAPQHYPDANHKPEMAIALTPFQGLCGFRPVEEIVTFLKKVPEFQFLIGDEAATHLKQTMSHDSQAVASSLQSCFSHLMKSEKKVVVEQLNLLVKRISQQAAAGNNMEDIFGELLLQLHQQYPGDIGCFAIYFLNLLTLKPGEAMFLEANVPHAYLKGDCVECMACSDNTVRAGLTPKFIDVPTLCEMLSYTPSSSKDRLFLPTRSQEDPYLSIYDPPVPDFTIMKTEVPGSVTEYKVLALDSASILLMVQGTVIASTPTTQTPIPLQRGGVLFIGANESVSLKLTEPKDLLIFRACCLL
#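 Technique: Diaphorase-driven resazurin-to-resorufin fluorescence, excitation 544, emission 590 nm | Assay system: Human PMI in coupled enzyme assay | Times: Enzyme reaction with compound 20 min at room temperature | Medium: HEPES-buffered pH 7.4 with magnesium and detergent | Reagent: Mannose-6-phosphate 1.0 mM (near-saturating) plus 0.22 mM NADP+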
# Diaph act CS: counter-screen for diaphorase-based assays: diaphorase activators and chemical reducers. Diaphorase/resazurin coupled assay, resorufin fluorescence, 16 min; stronger effect = higher value; 1 = vehicle wells, 0 = NADH-free wells. activation factor at 20 µM. 190,000 compounds, 0.005% hits;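 active = diaphorase activity raised at least twofold by the compound at 20 µM; inactive = activation factor below 2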
#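 Test system: Clostridium kluyveri diaphorase, purified enzyme; input: enzyme 0.07 U/mL final; buffer or medium: 50 mM HEPES pH 7.4 with 4.542 mM MgCl2, 0.005% Tween 20; also added: 0.114 mM NADH and 0.1 mM resazurin, final amounts; schedule: 16 min enzyme reaction, ambient temperature; technique: fluorescence of resorufin, 544 nm excitation, 590 nm emission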
# G6PDH counter: inhibits Leuconostoc G6PDH, flagging false hits in G6PDH-based assays. Purified L. mesenteroides G6PDH, diaphorase/resazurin coupled fluorescence, 45 min. inhibition, % at 5 µM. 200,000 compounds, 0.12% hits. AID 1020; in the data active = inhibition above about 50%
# Efa HMGR inh: inhibitors of class II HMG-CoA reductase from Enterococcus faecalis. purified E. faecalis HMGR, NADPH absorbance 340 nm kinetic. inhibition, % at 10 µM. 190,000 compounds, 0.41% hits. AID 1066;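 active = inhibition above a set limit, the median over all tested compounds plus 3 SD, cut at about 9.5% in these data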;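 note: enzyme runs in reverse so mevalonate oxidation gives rising NADPH absorbance; 0% = complete reaction with DMSO and 100% = background rate lacking mevalonate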
# FLuc stim CS: affects firefly luciferase, flagging false hits in luciferase stimulation screens. activation factor at 10 µM. ATPlite luciferase biochemical, luminescence, 10 min; 0 = ATP-free wells, 1 = DMSO control. AID 1027. 200,000 tested, under 10 active;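 active = luciferase activation factor, scaled between plate controls, of at least 2 with compound at 10 µM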
# Target sequence (P08659 whole entry, looked up): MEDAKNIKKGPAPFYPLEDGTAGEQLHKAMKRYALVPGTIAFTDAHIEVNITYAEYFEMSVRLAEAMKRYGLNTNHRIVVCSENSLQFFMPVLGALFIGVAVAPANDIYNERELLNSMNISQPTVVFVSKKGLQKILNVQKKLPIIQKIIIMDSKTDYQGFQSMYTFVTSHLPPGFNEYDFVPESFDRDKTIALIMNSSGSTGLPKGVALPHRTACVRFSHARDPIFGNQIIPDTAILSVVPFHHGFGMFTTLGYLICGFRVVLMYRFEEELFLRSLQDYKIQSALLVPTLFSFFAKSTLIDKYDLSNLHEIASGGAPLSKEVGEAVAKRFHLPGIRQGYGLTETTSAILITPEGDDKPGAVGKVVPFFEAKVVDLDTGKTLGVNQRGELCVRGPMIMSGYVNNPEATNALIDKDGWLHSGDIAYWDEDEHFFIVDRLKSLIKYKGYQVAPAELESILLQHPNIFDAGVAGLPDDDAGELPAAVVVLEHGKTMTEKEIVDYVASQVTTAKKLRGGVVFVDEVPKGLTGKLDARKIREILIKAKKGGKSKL
#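 Assay system: Luciferase/luciferin reagent mix; Medium: PBS as buffer for the ATP substrate; Dosing: test compounds dosed from 2 mM stocks in 100% DMSO; Times: 10 min, room temperature; Signal: luminescence from luciferase reaction; Read-out: luciferase activation; Controls: No-ATP low control, compound-free enzyme-plus-ATP high control.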
# TNAP act hi DEA: TNAP (human) activation, high acceptor; activation factor at 20 µM; AID 1136; P05186; 200,000 tested, under 10 active; purified TNAP, CDP-star luminescence, 1 M DEA, 30 min; stronger effect = higher value; 0 = EDTA background, 1 = DMSO-only activity;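 active = activation factor at least 2 at 20 µM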
#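 Measured by: Luminescent substrate turnover signal | Test system: Human TNAP | Input: TNAP 1/800 final | Dosing: 20 µM single point | Schedule: 30 min, room temperature | Controls: EDTA wells as negative control, DMSO wells as positive control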
# TNAP inh no acc: TNAP (human) inhibition, acceptor-free conditions; P05186; purified TNAP, CDP-star luminescence, 30 min; inhibition, % at 20 µM; 200,000 compounds, 0.26% hits; AID 1012;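 active = tissue-nonspecific alkaline phosphatase inhibition above about 50% at 20 µM in the single-dose screen, limit read from the data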;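 note: 0% = DMSO negative control and 100% = EDTA positive control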
# PMI act: increases human mannose-6-phosphate isomerase activity; P34949; purified human PMI, coupled resazurin fluorescence, 20 min; stronger effect = higher value; 1 = vehicle control, 0 substrate-free wells; activation factor at 20 µM; 190,000 compounds, 0.005% hits;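 active = activation factor of 2 or more at 20 µM, relative to plate controls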
# * marks the source's active call; other numbers are inactive results.
SMILES,Diaphorase inh,TNAP inh hiacc,PMI act satM6P,Diaph act CS,G6PDH counter,Efa HMGR inh,FLuc stim CS,TNAP act hi DEA,TNAP inh no acc,PMI act
Cc1nc(Nc2ccccc2Cl)sc1C(=O)Nc1ccccc1,13,0,1,0.9,-20,-6,1,1,-17,1
CCN(CC)S(=O)(=O)c1ccc(C(=O)NC(C)(C)C)cc1,0,-5,1.1,1,10,-1,1.1,1.1,8,1.2
CC1(NC(=O)N2CCCCC2)CCS(=O)(=O)C1 (stereo not drawn),12,-8,1,0.9,6,-2,1,1.1,-12,1.1
COc1ccc(N(C)S(=O)(=O)c2ccc(Cl)c(C(=O)NCCc3ccc(Cl)cc3)c2)cc1,24,-3,0.8,0.8,12,1,1,1,-8,0.8
CC1CCCCN1c1ncnc(N)c1[N+](=O)[O-] (stereo not drawn),7,-3,0.9,0.9,7,5,1,1,-9,0.9
CCOC(=O)N1CCC(N(CCN(C)C)C(=S)Nc2ccc(OCC)cc2)CC1,11,-3,0.8,0.9,8,2,1,1,-13,0.9
COc1ccccc1NC(=O)COc1ccccc1C(=O)Nc1ccccc1,23,-6,0.9,0.8,9,-1,1,1.1,-17,0.9
COCCCNC(=O)c1cccc(C(=O)NCCCOC)c1,15,-3,0.9,0.8,4,-3,1,1,-8,1
Cc1ncc([N+](=O)[O-])n1CCOC(=O)c1ccccc1,4,0,1,1,5,3,1,1,-5,1
COc1cc(OC)c(/C=N/NC(=O)c2ccncc2)cc1Br,4,1,1.2,1,4,-6,1,1,-3,1.2
O=C(Nc1nc2ccc(S(=O)(=O)N3CCCC3)cc2s1)C1CCCCC1,6,-3,1,0.9,-10,-2,1,1,-10,0.9
CCc1nc(SCC(=O)Nc2nc3c(s2)CCCC3)c2ccccc2n1,20,-5,1,0.8,-4,3,1.1,1,-5,0.9
Cc1nn(C)c(Cl)c1/C=C/C(=O)O,-11,0,1,1.1,6,4,1,1,-3,1.1
COc1cccc(NC(=O)N2CCCc3ccccc32)c1,-9,-6,0.9,1.1,6,-4,1,1.1,-11,1
CCN1CCN(C(c2cccc(OC)c2)c2sc3nc(C)nn3c2O)CC1 (stereo not drawn),7,-2,1,0.9,14,-3,1.1,1,-6,1
CCC(=O)N1CCc2cc(S(=O)(=O)N3CCc4ccccc43)ccc21,-4,-4,1.1,1,2,0,1,1,-7,1.1
Cc1cccc(C(=O)Oc2ccc(/C=N/NC(=O)c3ccccc3O)cc2)c1,14,-3,0.9,0.9,-11,-1,1,1,-5,0.9
CC(C)n1cnc2cc(NCc3nc4ccccc4n3C)ccc21,2,-6,0.6,1,11,-3,0.5,1.1,-1,0.8
Cc1nn(C2CCS(=O)(=O)C2)c(Cl)c1/C=C/C(=O)OCC(=O)Nc1ccccc1[N+](=O)[O-] (stereo not drawn),14,1,0.9,0.9,0,-1,1,1,-7,0.8
COc1cccc(-c2nn(-c3ccccc3)cc2/C=C\C(=O)c2cccs2)c1,-2,-2,1,1,12,3,0.9,1,-8,0.9
COc1cc(C=O)ccc1OCCOCCOc1ccc(Cl)cc1,-3,-5,1,1,4,-4,1.1,1,-8,1.1
OC(c1ccccc1)c1cccnc1 (stereo not drawn),12,-7,0.9,0.9,13,-2,0.9,1.1,-11,0.9
COc1cccc(C(=O)Nc2cccc(-c3nnc(-c4ccco4)o3)c2)c1,18,-4,0.9,0.8,2,-4,1,1,-1,0.9
O=C1c2ccccc2C(=O)N1CC1c2ccccc2CCN1C(=O)N1CCOCC1 (stereo not drawn),16,-4,0.9,0.8,4,3,1.1,1,-13,0.9
O=C1CCCC2=C1C(c1ccccc1)CC(=O)N2c1ccc(F)cc1F (stereo not drawn),13,-3,0.9,0.9,-2,12*,1,1,-14,1
CCCCn1nc2cc(C(=O)NCc3ccc4c(c3)OCO4)ccc2c1OCC,10,-3,1,0.9,-6,-4,1.1,1,7,1
O=S(=O)(NC(=S)NC1CCCCC1)c1ccc(Cl)cc1,21,-4,1,0.8,11,-6,1.1,1,15,0.8
N#CC1=C(SCc2ccccc2Cl)NC(=O)C(C(N)=O)C1 (stereo not drawn),13,-6,0.9,0.9,6,-2,1,1.1,-13,1
COc1ccc(-n2c3c(cc(C#N)c2=O)C(=O)CCC3)cc1,-2,0,0.9,1,2,4,1,1,-12,1
CC(=O)Nc1nc2n(n1)C(c1ccc(F)cc1)C=C(c1ccccc1)N2 (stereo not drawn),19,-9,1.2,0.8,12,0,1,1.1,-13,1.2
CCN1CCN(c2ccc(NC(=O)c3cccc4ncccc34)cc2)CC1,-10,1,0.9,1.1,1,-1,1,1,-4,0.9
CCN(CC)S(=O)(=O)c1ccc(Cl)c(C(=O)NCC2CCCO2)c1 (stereo not drawn),9,0,1,0.9,3,-3,1,1,-8,1
Cc1cccc(OCCNC(=O)CSc2ccc(C(F)(F)F)cc2[N+](=O)[O-])c1,7,-2,1,0.9,-2,-6,1,1,-22,0.9
Fc1ccc(-c2cc3nc(-c4ccccc4)cc(N4CCN(CCN5CCOCC5)CC4)n3n2)cc1,29,-14,0.9,0.7,2,-3,1.1,1.1,-7,0.9
Cc1nc(SCC#N)c2c3c(sc2n1)CCC3,4,-4,1,1,10,3,1.1,1,-5,1
CCC(C)n1c(SCC(=O)Nc2cc(C)on2)nc2ccccc2c1=O (stereo not drawn),4,2,1.1,1,4,-2,1,1,-4,1
Cc1ccc(S(=O)(=O)c2nc(N3CCOCC3)sc2Cl)cc1,1,-3,1.3,1,26,-4,1,1,-8,1.1
Cc1ccc(C(=O)NCCc2nc3ccccc3[nH]2)cc1[N+](=O)[O-],7,-1,1,0.9,14,3,1.1,1,-28,1
CCCSc1nc(C)c(C(C)=O)cc1C#N,6,-6,1.1,0.9,5,-2,1.1,1.1,-8,1.1
COc1cc(-c2[nH]ncc2CN2CCCC2c2nonc2C)cc(OC)c1OC (stereo not drawn),16,-4,0.9,0.8,1,4,1,1,-7,1

# 6 compounds picked at random from those above:
SMILES,Diaphorase inh,TNAP inh hiacc,PMI act satM6P,Diaph act CS,G6PDH counter,Efa HMGR inh,FLuc stim CS,TNAP act hi DEA,TNAP inh no acc,PMI act
Fc1ccc(-c2cc3nc(-c4ccccc4)cc(N4CCN(CCN5CCOCC5)CC4)n3n2)cc1,29,-14,0.9,0.7,2,-3,1.1,1.1,-7,0.9
O=C1CCCC2=C1C(c1ccccc1)CC(=O)N2c1ccc(F)cc1F (stereo not drawn),13,-3,0.9,0.9,-2,12*,1,1,-14,1
Cc1ccc(S(=O)(=O)c2nc(N3CCOCC3)sc2Cl)cc1,1,-3,1.3,1,26,-4,1,1,-8,1.1
COc1ccc(-n2c3c(cc(C#N)c2=O)C(=O)CCC3)cc1,-2,0,0.9,1,2,4,1,1,-12,1
O=C1c2ccccc2C(=O)N1CC1c2ccccc2CCN1C(=O)N1CCOCC1 (stereo not drawn),16,-4,0.9,0.8,4,3,1.1,1,-13,0.9
COc1cc(C=O)ccc1OCCOCCOc1ccc(Cl)cc1,-3,-5,1,1,4,-4,1.1,1,-8,1.1

# The listing continues:
SMILES,Diaphorase inh,TNAP inh hiacc,PMI act satM6P,Diaph act CS,G6PDH counter,Efa HMGR inh,FLuc stim CS,TNAP act hi DEA,TNAP inh no acc,PMI act
Cc1ccc(C)n1NC(=O)c1ccccc1O,16,-2,1,0.8,3,-6,1,1,-4,1
CCOC(=O)CSc1nnc(CNC(=O)c2cccs2)n1-c1ccccc1,6,-5,1,0.9,3,-4,1,1,-10,0.9
COc1nc(NC23CC4CC(CC(C4)C2)C3)nc(OC)n1,13,-4,1,0.9,-1,1,1,1,-8,1
CC/C(O)=C1\C(=O)CC(C)(C)CC1=NCCc1nc2ccccc2[nH]1,3,0,1.1,1,5,1,1,1,-10,1.1
COc1ccccc1CNC(=O)C(C)NS(=O)(=O)c1ccc(Br)cc1 (stereo not drawn),18,-4,0.9,0.8,2,-5,1,1,-13,0.9
COc1ccc(C(=O)NC(=S)Nc2ccc(Cc3ccncc3)cc2)cc1,12,2,0.9,0.9,1,3,1.1,1,-8,0.9
COc1ccc(NC(=O)Nc2ccc(F)cc2F)c(C)c1,3,5,1,1,2,3,1,1,-9,1
CC(=O)N1CCN(S(=O)(=O)c2cccc(C(=O)OCC(=O)N3CC(=O)Nc4ccccc43)c2)CC1,0,-6,1.1,1,10,-2,1.1,1.1,-2,1.1
Cc1sc2ncn(Cc3ccccc3F)c(=O)c2c1C,3,-4,1.1,1,2,-5,1,1,-12,1
CC1(C)Oc2nc3ccccc3n2/C1=C\C#N,2,-6,1,1,13,3,1,1.1,-9,1
O=C1C2C3C=CC(C3)C2C(=O)N1CCN1CCN(S(=O)(=O)/C=C/c2ccccc2)CC1 (stereo not drawn),-14,-9,1.2,1.1,24,2,1,1.1,-1,1.1
CCNC(=S)N1CCC(NC(=O)c2ccco2)CC1,9,-6,1,0.9,6,-7,1,1.1,-7,1
c1cncc(-c2nc(NCc3ccco3)c3ccccc3n2)c1,14,-1,1.1,0.9,-24,-4,1,1,2,1
Cc1ccc(C(=O)Nc2ccc3[nH]c(=O)[nH]c3c2)c(C)c1,4,-1,1,1,1,-5,0.7,1,-7,0.9
CCN(CC)S(=O)(=O)c1ccc(Cl)c(C(=O)Nc2cc(C)nn2-c2ccccc2)c1,-2,-4,1.1,1,17,-3,1,1,-6,1.1
CC1(C)CC(=O)C=C(Nc2ccc(S(N)(=O)=O)cc2)C1,-6,-5,1.1,1.1,6,-5,1.1,1,-1,1.1
